Assay outcomes (PubChem BioAssay)
PKA-R1A act = activators of PKA-R1A holoenzyme, primary screen, biochemical, fluorescence polarization, Cy5-IP20, bovine R1A, mouse PKAc. cAMP-dependent protein kinase type I-alpha regulatory subunit (Bos taurus) + …. PKA-R1A dissociation; scaled: DMSO 0%, 113 µM cGMP 100%. activation, % at 11.4 µM. actives 0.083% (n = 340,000). AID 504707, 2011;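 active = percent activation above the mean of all tested compounds plus 3 SD, cut at about 19% in these data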;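 note: higher means more PKAc released from R1A so a rise in polarization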
PKA-R2B act = activators of PKA-R2B holoenzyme, primary screen, biochemical, fluorescence polarization, Cy5-IP20, human; cAMP-dependent protein kinase catalytic subunit beta (Homo sapiens) + cAMP-dependent …; PKA-R2B holoenzyme dissociation; R2B truncated from residue 108, S112A mutant; 0% DMSO only, 100% 113 µM cGMP; activation, % at 11.4 µM; actives 0.079% (n = 340,000); AID 504700, 2011;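 active = activation above a cutoff set at the mean over all compounds plus 3 SD, cut at about 18% in these data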;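 note: higher means more holoenzyme dissociation and a rise in polarization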
Target sequence (P31323 whole entry, looked up, other chains not shown, the tested form may be a part): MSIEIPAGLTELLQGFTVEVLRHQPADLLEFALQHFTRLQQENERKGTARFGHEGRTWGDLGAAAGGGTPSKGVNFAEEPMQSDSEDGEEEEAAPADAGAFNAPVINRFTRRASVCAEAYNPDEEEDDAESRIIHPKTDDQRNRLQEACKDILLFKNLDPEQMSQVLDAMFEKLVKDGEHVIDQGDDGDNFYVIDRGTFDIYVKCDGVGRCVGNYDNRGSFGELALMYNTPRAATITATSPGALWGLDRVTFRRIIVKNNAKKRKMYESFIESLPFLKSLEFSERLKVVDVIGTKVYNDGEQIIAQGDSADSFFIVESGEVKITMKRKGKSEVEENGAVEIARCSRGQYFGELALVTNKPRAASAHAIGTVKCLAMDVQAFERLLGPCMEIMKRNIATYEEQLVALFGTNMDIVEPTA
E coli growth = E. coli V3065 growth inhibition, primary screen, counter-screen for AddAB inhibitor project, absorbance, OD600; 18 h; actives 0.27% (n = 330,000); AID 449728, 2010; inhibition, % at 11.9 µM;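 active = inhibition above the campaign's mean inhibition across all tested compounds plus 3 SD, cut at about 9.9% in these data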;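 note: uninfected addAB+ strain grown without phage in ampicillin broth; 0% = DMSO wells and 100% = ciprofloxacin 0.95 µg/ml wells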
MOR-DOR ag = agonists of OPRM1-OPRD1 heterodimerization, primary screen, cell-based, luminescence; Mu-type opioid receptor (Homo sapiens) + Delta-type opioid receptor (Homo sapiens), …; activation, % at 9.3 µM; AID 504326, 2011; actives 0.3% (n = 340,000); cells; in the data active = activation above about 18%;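 note: 0% = vehicle-treated cells and 100% = reference agonist; values of inactives mirror those of a sister screen read the other way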
AddAB inh = growth inhibition of E. coli expressing H. pylori AddAB, primary screen, AddAB inhibitor project, absorbance | inhibition, % at 11.9 µM | actives 0.29% (n = 330,000); in the data active = inhibition above about 12%;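 note: 0% = vehicle wells of infected cells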
MOR-DOR inv ag = inverse agonists of MOR-DOR heterodimerization, primary screen, cell-based, luminescence | Mu-type opioid receptor (Homo sapiens) + Delta-type opioid receptor (Homo sapiens), … | actives 0.21% (n = 340,000) | cell-based MOR-DOR heterodimer luminescence, inverse agonism | AID 504357, 2011 | inhibition, % at 9.3 µM; in the data active = inhibition above about 22%, passing the limit was not always enough;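 note: 0% = cells with DMSO and 100% = wells without cells with DMSO; values of inactives mirror those of a sister screen read the other way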
phage Ecoli inh = growth loss of phage-infected E. coli, primary screen, RecBCD inhibitor project, absorbance, with phage, HTS | inhibition, % at 11.9 µM | actives 0.26% (n = 360,000) | AID 651602, 2012; in the data active = inhibition above about 11%
PfHsp90 yeast 2 = growth inhibition of PfHsp90-expressing yeast, primary screen, antimalarial PfHsp90 inhibitor project, S. cerevisiae, BacTiter-Glo luminescence, single point, set 2 | BacTiter-Glo ATP, 48 h; yeast lacking PDR1 and PDR3 efflux regulators | inhibition, % at 9.4 µM | actives 0.32% (n = 310,000) | AID 504621, 2011;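 active = every replicate shows inhibition above about 80%, whatever the replicate mean, limit read from the data; inconclusive = mean inhibition reaches the set limit but some replicate falls short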;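 note: 0% = DMSO neutral controls and 100% = 20 µM radicicol positive controls; yeast relying on Plasmodium falciparum Hsp90 in place of its own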
Tat transport = E. coli Tat export inhibitors, primary screen, MC4100, TorA-mCherry reporter, fluorescence, single point; inhibition, % at 10 µM; actives 0.036% (n = 340,000);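 active = mean replicate inhibition at least 50% and at least half of replicates individually reaching 50%; inconclusive = only one of the two criteria met; inactive = neither criterion met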;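 note: exported cargo escapes ClpAP degradation while cytoplasmic cargo is degraded and loses fluorescence; 0% = median of neutral control wells and 100% = median of NaSCN control wells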
SUMO Mot1 rescue = yeast Mot1-301 growth rescue at high temperature, primary screen, SUMOylation pathway inhibitor project, S. cerevisiae, ATP luminescence, 38.5C; S. cerevisiae Mot1-301 growth rescue; percent above DMSO median, 100 means doubled; growth rescue, % at 18.8 µM; actives 1% (n = 320,000);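 active = every valid replicate shows activation above 250% relative to neutral control wells; inactive = the rest, any valid replicate at or below 250%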;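 note: OY570 slx delta 5 strain wells were the positive control but not used for scaling; some compounds called inactive have numbers as strong as hits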
HTR5A inv ag = HTR5A inverse agonists in luminescence cell assay, primary screen, counter-screen for OPRM1-OPRD1 heterodimer inverse agonist project, full-deck HTS | HTR5A cell line, inverse agonism | actives 0.083% (n = 340,000) | 5-hydroxytryptamine receptor 5A (Homo sapiens), P47898 | AID 504634, 2011 | inhibition, % at 9.3 µM; in the data active = inhibition mostly above about 23%, no sharp cut-off; inactive = mostly below about 18%;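 note: 0% = cells with DMSO and 100% = no-cell wells with DMSO; some compounds called inactive have numbers as strong as hits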
Target sequence (P47898 whole entry, looked up): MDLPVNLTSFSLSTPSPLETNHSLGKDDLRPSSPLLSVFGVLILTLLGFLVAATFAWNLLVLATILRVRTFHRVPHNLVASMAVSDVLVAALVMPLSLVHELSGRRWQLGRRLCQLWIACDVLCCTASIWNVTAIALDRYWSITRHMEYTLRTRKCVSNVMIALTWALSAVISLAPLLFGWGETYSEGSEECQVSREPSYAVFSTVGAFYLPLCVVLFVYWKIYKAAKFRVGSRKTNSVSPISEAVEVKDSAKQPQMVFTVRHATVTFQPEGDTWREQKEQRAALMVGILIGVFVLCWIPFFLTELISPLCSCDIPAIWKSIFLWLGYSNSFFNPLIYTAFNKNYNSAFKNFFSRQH
An asterisk follows results filed as active; ? = inconclusive; · = no result given.

SMILES	PKA-R1A act	PKA-R2B act	E coli growth	MOR-DOR ag	AddAB inh	MOR-DOR inv ag	phage Ecoli inh	PfHsp90 yeast 2	Tat transport	SUMO Mot1 rescue	HTR5A inv ag
CCNC(=S)N/N=C/c1ccc(C(=O)O)cc1	-1	-11	2.2	0.3	8.8	-2	3.0	-1	0	-15	-8
CCOc1ccc(S(=O)(=O)Nc2cccc(-c3ccc(N4CCCCCC4)nn3)c2)cc1	-9	3	0.0	-3.1	3.5	16	4.0	0	5	17	-15
Cc1ncoc1C(=O)Nc1nccs1	-3	0	0.7	-0.7	-0.2	4	2.4	-10	-6	4	5
COc1cc(/C=C/C(=O)OCC(=O)NC(C)c2ccccc2)cc(OC)c1OC (stereo not given)	1	8	-1.1	-1.7	0.2	9	1.3	·	-5	6	3
CC(NC(=O)CN1CCN(S(=O)(=O)c2ccc(Br)cc2)CC1)c1ccccc1 (stereo not given)	-1	-7	-2.0	-1.0	-0.6	7	0.5	-1	5	27	-20
Cc1cccc(C(=O)NCC(=O)OCCOc2ccccc2Cl)c1	-8	-11	0.5	-2.9	-1.5	16	0.1	9	-5	-2	2
CCC(C)n1c(-c2cccc(S(=O)(=O)N(CC)CC)c2)n[nH]c1=S (stereo not given)	-1	12	1.2	0.1	-1.0	-1	2.8	-14	3	-6	3
O=C(O)CCCn1cc(NC(=O)c2sc3ccccc3c2Cl)cn1	2	2	0.2	-1.4	2.6	8	-1.6	7	0	·	9
CCOc1ccccc1CN1C(=O)c2ccccc2C1C(=O)NCC1CCCO1 (stereo not given)	5	-5	-1.5	-3.5	3.3	15	5.9	25	-13	0	5
O=c1cc(N2CCN(Cc3ccccc3)CC2)[nH]c(=O)n1-c1ccc(Br)cc1	-11	-11	-3.3	-2.0	-0.6	11	2.7	-8	-1	-20	2
COc1cccc(C2C(C(=O)c3cc4ccccc4o3)=C(O)C(=O)N2CCN2CCOCC2)c1 (stereo not given)	-6	-14	-1.5	-1.2	-1.8	7	1.2	-14	2	20	-9
Cc1ccc(S(=O)(=O)NCCCN2CCOCC2)cc1C	-1	-5	-0.4	-1.8	0.0	10	4.3	27	-7	26	-21
CCOC(=O)c1nnn(CC(=O)Nc2cccc(Cl)c2C)c1C(=O)OCC	-2	-9	-2.1	1.3	1.2	-8	0.6	2	11	-1	-29
CCCN(CC(=O)Nc1ccccc1C)C(=O)C1CCN(S(=O)(=O)c2ccc3c(c2)OCCO3)CC1	-15	5	·	-1.5	·	6	3.1	20	4	·	5
CSc1ccccc1NC(=O)CCn1c(=O)sc2ccccc21	-17	0	-0.1	-3.7	2.9	23	1.6	-10	6	1	-4
CCOc1cc(C)c(S(=O)(=O)Nc2ccc3cn[nH]c3c2)cc1C	-9	-14	-1.6	2.7	0.3	-15	·	3	7	-12	-45
O=C(Nc1ccnn1C1CCN(Cc2ccc3nonc3c2)CC1)c1cccc(F)c1	-2	-3	-0.4	-1.2	2.2	6	2.8	-16	2	0	-3
Cc1nnc(SCC(=O)Nc2ccccc2F)n(N)c1=O	-3	8	3.8	-2.4	-0.1	12	0.2	-10	-6	-1	7
CCc1nnc(NC(=O)CCC(=O)Nc2ccc(C)cc2)s1	-3	-5	-0.8	-1.2	-1.0	6	2.1	3	4	184	12
C1=C(CCNc2ncnc3c2cnn3-c2ccccc2)CCCC1	-14	-4	-1.6	7.6	4.1	-32	0.1	-2	?	2	2
CCOC(=O)c1[nH]c(C)c(C(=O)NCCCN2CCOCC2)c1C	-5	-6	-1.1	-1.7	0.6	9	0.9	·	26	-1	-16
Cc1cccc(OCCOC(=O)C2CCN(S(=O)(=O)c3ccc(C)c(C)c3)CC2)c1	-13	-12	0.1	-2.5	5.6	14	0.6	-16	7	-8	-16
COc1ccc(CNC(=O)C2CCCN(S(=O)(=O)c3c(C)n[nH]c3C)C2)cc1 (stereo not given)	-11	3	-0.5	2.6	1.3	-16	1.5	·	-10	-21	-21
CC(=O)Nc1c(C)nn(-c2ccc(C)c(C)c2)c1C	1	-10	0.4	-0.7	2.1	4	0.8	10	-12	-11	-9
COc1cccc(C(=O)N/N=C2/SCC(=O)N2CCc2ccc(OC)c(OC)c2)c1	3	-5	-1.1	-1.0	-2.1	6	2.9	8	0	-11	-13
O=[N+]([O-])c1ccc(S(=O)(=O)N2CCN=C2SCc2ccc(F)cc2)cc1	-8	-9	-1.4	8.6	-1.4	-28	0.6	-19	-2	-19	-31
Cc1ccc(NS(=O)(=O)c2ccc(C(=O)N3CCN(c4ccccn4)CC3)cc2)cc1	-14	-5	-0.9	-1.4	0.9	6	0.5	-11	6	34	-7
COc1ccc(CCNC(=O)c2ccc(CN3CCOCC3)cc2)cc1	-10	4	-1.4	-3.4	4.4	20	-0.9	-12	1	22	-5
COc1c2ccoc2c(OC[C@@H](OC(C)=O)C(C)(C)O)c2oc(=O)ccc12	1	0	-0.9	1.8	-1.8	-10	2.6	17	-5	0	7
COc1ccc(OC)c(/C=N/NC(=O)c2cc3c(OC)cc(OC)cc3[nH]2)c1	-9	-10	0.5	5.8	1.0	-29	-1.8	-7	-2	-4	-13
O=C(NN=C1CCCC1)c1ccccc1OCCOc1ccccc1	5	4	-1.4	-2.6	3.7	13	3.6	-25	5	-2	-23
CC1(C)NC(C)(C)C(O)(C(N)=O)C1=O (stereo not given)	-4	10	-1.9	-2.8	0.7	14	0.0	3	-8	-14	-12
Cc1ccccc1NS(=O)(=O)c1nnc(NC(=O)C(C)C)s1	-8	-3	0.7	-0.7	0.1	4	3.1	-21	-9	0	15
Cc1ccc2nc(N3CCN(c4cccc(C)c4C)CC3)c3nnnn3c2c1	-8	2	-0.3	-1.8	3.0	11	3.2	-22	3	-10	-14
COC(=O)C1=C(C)N(c2ccc(C)cc2)/C(=C/c2ccc(O)cc2)C1=O	6	-4	0.3	-1.1	0.6	6	4.8	-7	3	-20	2
CCc1ccc(OCC(=O)Nc2cccc3nsnc23)cc1	-3	-11	1.3	3.5	3.2	-25	4.6	10	-1	-6	4
Cc1ccc(C)c(S(=O)(=O)N(C)c2ccc(OC(=O)C3CCN(C(=O)c4ccc(F)cc4)CC3)cc2)c1	-10	-7	·	-3.4	·	13	0.8	·	12	·	12
CCN(CC)C(=O)C1CCN(S(=O)(=O)c2c(C)noc2/C=C/c2cccc(C)c2)CC1	-11	-11	1.8	-2.4	5.4	12	2.3	-6	12	3	-14
Clc1ccc(-n2nnnc2Sc2ncnc3sccc23)cc1	-1	-8	-0.6	-1.9	4.5	8	3.0	-45	8	578*	-8
COc1ccc2sc(-c3ccccc3OC)c(-c3ccc(OCCN4CCOCC4)cc3)c2c1	-2	-7	-2.1	2.4	-0.4	-11	·	6	-11	·	-3
COc1ccc(-c2c(C)nc3c(-c4ccsc4)cnn3c2N)cc1	6	-4	0.5	2.2	1.0	-11	2.5	13	-11	1	-10
C=CCSc1nc(N)c(NC(=O)c2ccco2)c(=O)[nH]1	0	-4	0.9	-2.5	-0.5	15	-0.6	-4	-3	-1	-14
Cc1cc(CSc2ccccc2)ccc1NC(=O)COc1ccccc1C	0	-3	0.6	-1.8	5.7	12	0.9	1	2	2	7
CCCNC(=O)NC(=O)CSc1nc2ccccc2n1CC(C)C	-11	-13	-0.9	3.1	-0.1	-20	1.4	-12	6	26	-4
CC1CC(=O)Nc2ccccc2N1C(=O)COc1ccc2ccccc2c1 (stereo not given)	8	-2	-0.4	-1.1	-1.1	6	5.2	-1	-2	7	-1
O=C(NCc1ccc2c(c1)OCO2)C(=O)NCC(c1ccco1)N1CCN(c2ccccc2)CC1 (stereo not given)	-9	-7	-0.6	0.3	-0.6	-2	1.4	2	-7	-8	-38
CCCCn1c(Nc2ccccc2)nc2ccccc21	-9	6	2.4	0.2	-0.8	-1	2.8	·	-5	6	1
COC(=O)c1[nH]c2cc(OC)c(OC)cc2c1/C=N/Nc1ccccc1	-2	-15	0.6	2.1	0.5	-11	-2.3	-2	-2	102	-24
CCOC(=O)c1c(C)c(C(=O)NCc2ccccn2)c(C)n1CC	-4	-5	-0.4	0.8	0.5	-4	·	-13	-3	-4	-11
CCN(CC(=O)N1CCN(Cc2ccccc2)CC1)S(=O)(=O)c1ccccc1	-4	5	1.4	-1.3	-1.1	7	0.5	-6	-2	99	-4
(list continues)
SMILES	PKA-R1A act	PKA-R2B act	E coli growth	MOR-DOR ag	AddAB inh	MOR-DOR inv ag	phage Ecoli inh	PfHsp90 yeast 2	Tat transport	SUMO Mot1 rescue	HTR5A inv ag
CCCn1cnc2c(c1=O)c1nc3ccccc3nc1n2CCc1ccccc1	-2	7	0.6	-0.9	0.1	5	2.3	-7	0	-7	-11
NC(=O)NCCCC(=O)OCC(=O)c1ccc2ccccc2c1	3	1	-0.1	-2.5	4.8	11	3.9	44	-4	8	21
COc1ccc(C2SCCN2C(=O)c2ccc([N+](=O)[O-])cc2)cc1 (stereo not given)	-8	12	1.8	-0.3	1.4	1	3.6	-9	-6	381	3
COc1ccc(-n2c(C)nn(C)c2=O)c(OC)c1	5	9	2.1	-1.2	-0.3	6	2.4	-6	-4	-11	10
COc1ccc(CNC(=O)CSc2nc3ccc(N)cc3s2)cc1	-7	1	-1.2	-0.3	-0.2	2	2.4	-13	-10	18	11
CC(C)C(=O)N=C1SC2CS(=O)(=O)CC2N1Cc1ccc(Cl)cc1 (stereo not given)	3	0	-3.5	-2.4	4.3	12	2.4	-6	3	-4	7
Cc1c2c(nc3ccccc13)CC(C)(C)CC2=O	10	4	2.4	-0.6	0.1	3	0.9	6	1	11	-3
O=C1COc2ccc(C(=O)COC(=O)c3ccccn3)cc2N1	7	4	0.2	-1.2	6.6	8	4.3	·	0	-11	-4
CC(=O)N1CCN(CC(=O)Nc2ccccc2Sc2ccccc2)CC1	-12	-9	-0.3	-0.3	-0.7	2	2.0	6	17	61	14
COc1ccc(C(=O)CCNc2ccc3c(c2)OCCO3)cc1	6	6	2.9	-2.5	4.0	13	5.6	8	8	-8	5
